SENP7 block = SENP7 protease inhibition; inhibition, % at 5 µM; 1.5% of 330,000 active; recombinant SENP7, Z-RLRGG-aminoluciferin luminescence, 40 min;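 active means inhibition above about 50% at the single test dose, limit read from the data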;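 further: plate controls were DMSO with enzyme for no effect and no enzyme buffer wells for full effect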
Target sequence (Q9BQF6 706-1050 limits assumed): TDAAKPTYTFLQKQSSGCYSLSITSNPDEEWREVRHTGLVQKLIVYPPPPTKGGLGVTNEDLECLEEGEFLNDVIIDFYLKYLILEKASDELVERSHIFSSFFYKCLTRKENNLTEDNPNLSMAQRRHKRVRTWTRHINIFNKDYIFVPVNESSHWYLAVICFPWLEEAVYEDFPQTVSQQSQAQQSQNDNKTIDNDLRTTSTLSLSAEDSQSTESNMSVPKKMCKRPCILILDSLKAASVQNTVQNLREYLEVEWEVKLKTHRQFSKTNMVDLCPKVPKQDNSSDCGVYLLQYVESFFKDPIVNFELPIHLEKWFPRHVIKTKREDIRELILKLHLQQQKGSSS
SENP6 inh = inhibitors of human SENP6 protease | Recombinant SENP6 catalytic domain, aminoluciferin luminescence | Q9GZR1 | 1.8% of 330,000 active | inhibition, % at 10 µM;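 active means inhibition above about 50% at the single tested dose, limit read from the data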;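 further: plate controls were DMSO wells with enzyme for no effect and DMSO wells lacking enzyme for full effect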
SENP1 FRET inh = inhibitors of human SENP1 SUMO protease catalytic domain. Q9P0U3. recombinant SENP1 catalytic domain, CyPet-SUMO1-YPet FRET cleavage. inhibition, % at 10 µM. 0.21% of 360,000 active;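 active means inhibition at least 30% at 10 µM, raw YFP signal under a set limit, fluorescence ratio 0.5 to 1.5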;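 further: 0% = enzyme with DMSO and 100% = no enzyme wells; some results filed as inactive read as strong as hits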
Target sequence (Q9P0U3 419-644 limits assumed): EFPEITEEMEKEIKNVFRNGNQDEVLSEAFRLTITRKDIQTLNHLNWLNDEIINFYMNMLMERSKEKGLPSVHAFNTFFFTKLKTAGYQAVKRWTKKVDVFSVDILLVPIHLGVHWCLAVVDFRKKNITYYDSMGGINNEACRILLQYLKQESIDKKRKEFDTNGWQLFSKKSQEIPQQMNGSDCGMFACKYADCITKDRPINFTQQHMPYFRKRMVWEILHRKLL
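Test system: hSENP1 catalytic domain, recombinant; Amount: 20 pM final SENP1 enzyme; Medium: Tris pH 8 buffer plus EDTA, NaCl, BME, BSA, NP40, catalase; Schedule: 50 min enzyme reaction, room temperature, light-protected; Technique: FRET fluorescence in CFP and YFP emission channels; Controls: no-enzyme wells low, DMSO-plus-enzyme wells high control.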
PfG6PD inh = PfG6PD (Plasmodium falciparum) enzyme inhibition; inhibition, % at 20 µM; 0.78% of 350,000 active; PfGluPho enzyme, NADPH resazurin-diaphorase fluorescence; AID 504690;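 active means inhibition reaching at least a set limit at 20 µM in the primary screen, cut at about 59% in these data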;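 further: 0% = DMSO wells with substrate and 100% = DMSO wells lacking glucose-6-phosphate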
SENP8 block-1 = inhibitors of human SENP8 protease; purified SENP8, Z-RLRGG-aminoluciferin cleavage, luminescence; 1.2% of 330,000 active; Q96LD8; AID 2540; inhibition, % at 10 µM; in the data active means inhibition above about 50%
Target sequence (Q96LD8 whole entry, looked up): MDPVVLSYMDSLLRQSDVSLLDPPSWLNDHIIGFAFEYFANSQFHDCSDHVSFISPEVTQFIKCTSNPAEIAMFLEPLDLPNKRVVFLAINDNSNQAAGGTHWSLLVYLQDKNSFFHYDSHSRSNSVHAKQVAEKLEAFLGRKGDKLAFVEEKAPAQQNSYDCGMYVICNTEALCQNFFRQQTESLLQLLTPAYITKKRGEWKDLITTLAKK
HKDC1 inh = HKDC1 (human) hexokinase inhibition; Q2TB90; recombinant HKDC1, G6PDH/diaphorase resazurin coupled fluorescence; inhibition, % at 20 µM; 0.16% of 340,000 active; AID 493160;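 active means inhibition above about 35% when tested at 20 µM, limit read from the data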;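 further: plate controls were DMSO wells with enzyme for no effect and DMSO wells lacking enzyme for full effect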
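System: Recombinant HKDC1 hexokinase | Amount: HKDC1 at 5 µg/mL | Reagent: Glucose with 1 mM ATP | Doses: Single 20 µM dose | Incubation: Reaction time 90 min, room temperature, protected from light | Signal: Coupled resazurin fluorescence, excitation 525 nm, emission 613 nm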
Apaf1 inhib = blocks human Apaf-1 apoptosome activity | reconstituted apoptosome caspase-3 activity, DEVD-Rh110 fluorescence | inhibition, % at 20 µM | 0.71% of 330,000 active | AID 489030; active means inhibition of at least 40% at 20 µM;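 further: plate controls were DMSO wells for no effect and DEVD-CHO caspase inhibitor wells for full effect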
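Material: reconstituted apoptosome with Apaf-1, cytochrome c, caspase-9, procaspase-3, dATP. Technique: Rh110 fluorescence intensity. Buffer or medium: pH 7.5 Hepes buffer with CHAPS, BSA, DTT. Times: 30 min plus 50 min, RT.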
SENP8 block-2 = inhibitors of human SENP8 protease; AID 602440; 0.64% of 360,000 active; recombinant SENP8, Nedd8 substrate fluorescence; Q96LD8; inhibition, % at 20 µM; in the data active means inhibition mostly above about 40%, no sharp cut-off; inactive means mostly below about 27%
An asterisk follows results filed as active.

`COc1ccc(CNS(=O)(=O)c2cc3c(cc2Cl)NC(=O)CO3)cc1` gave SENP7 block -4, SENP6 inh -8, SENP1 FRET inh 4, PfG6PD inh -11, SENP8 block-1 -1, HKDC1 inh -6, Apaf1 inhib -1 and SENP8 block-2 8.
For CC(=O)C1(O)C(C)CC2C3CC(F)C4(O)CC(O)CCC4(C)C3CCC21C (stereo unspecified) the results were SENP1 FRET inh 1, PfG6PD inh -11, HKDC1 inh -4 and SENP8 block-2 16.
For COc1ccccc1NC(=O)/C(C#N)=C/c1cc([N+](=O)[O-])ccc1N1CCCC1 the results were SENP7 block 10, SENP6 inh -11, SENP1 FRET inh -25, PfG6PD inh 7, SENP8 block-1 -3, HKDC1 inh -8, Apaf1 inhib 0 and SENP8 block-2 18.
`CSc1nnc(CNC(=O)c2ccccc2)n1-c1cccc(C)c1` gave SENP7 block -7, SENP6 inh -7, SENP1 FRET inh 2, PfG6PD inh -1, SENP8 block-1 -9, HKDC1 inh -7, Apaf1 inhib 15 and SENP8 block-2 2.
`Cc1cccc(NC(=O)NC(C)CCc2ccccc2)c1` (stereo unspecified) gave SENP7 block 4, SENP6 inh 4, SENP1 FRET inh 1, PfG6PD inh 10, SENP8 block-1 -8, HKDC1 inh 16, Apaf1 inhib -14 and SENP8 block-2 16.
CC1CCCCN1C(=O)c1ccccc1OC1CCN(S(C)(=O)=O)CC1 (stereo unspecified) was read as SENP7 block 0, SENP6 inh -17, SENP1 FRET inh 2, PfG6PD inh -10, SENP8 block-1 3, HKDC1 inh 11, Apaf1 inhib -1 and SENP8 block-2 7.
Screening O=C(Nc1ccc(Cl)c(Cl)c1)Nc1ccc(N2CCCC2)c(S(=O)(=O)Nc2ccccc2Cl)c1 returned SENP7 block -2, SENP6 inh -10, SENP1 FRET inh 2, PfG6PD inh 1, SENP8 block-1 -6, HKDC1 inh -5, Apaf1 inhib 2 and SENP8 block-2 -100.
For O=C(C=C(O)c1ccc(Cl)cc1)C(=O)NNC(=O)C(O)(c1ccccc1)c1ccccc1 the results were SENP1 FRET inh 5, PfG6PD inh -33, HKDC1 inh -5 and SENP8 block-2 1.
CS(=O)(=O)N(CCc1ccccc1)CC(=O)Nc1ccccc1 was read as SENP7 block 1, SENP6 inh -4, SENP1 FRET inh -1, PfG6PD inh 4, SENP8 block-1 -5, HKDC1 inh -9, Apaf1 inhib 4 and SENP8 block-2 26.
For O=C1CCc2cc(S(=O)(=O)NC3CCCCC3)ccc2N1 the results were SENP7 block -1, SENP6 inh -10, SENP1 FRET inh 1, PfG6PD inh -1, SENP8 block-1 -5, HKDC1 inh -4, Apaf1 inhib 14 and SENP8 block-2 5.
For CC(=O)c1ccc(Oc2ncnc3sccc23)cc1 the results were SENP7 block -5, SENP6 inh -26, SENP1 FRET inh -28, PfG6PD inh 28, SENP8 block-1 -6, HKDC1 inh -8, Apaf1 inhib -17 and SENP8 block-2 1.
For CC(=O)c1cc(C#N)c(SCc2ccncc2)nc1C the results were SENP7 block 2, SENP6 inh 2, SENP1 FRET inh 2, PfG6PD inh 11, SENP8 block-1 12, HKDC1 inh -4, Apaf1 inhib -12 and SENP8 block-2 13.
`O=C(CCn1c(=O)oc2ccccc21)NCc1ccc2c(c1)OCO2` gave SENP7 block 13, SENP6 inh -12, SENP1 FRET inh -1, PfG6PD inh -5, SENP8 block-1 -9, HKDC1 inh 5, Apaf1 inhib 1 and SENP8 block-2 26.
Screening Cn1c(SCc2ccc(Br)cc2)nc2ccccc2c1=O returned SENP7 block -5, SENP6 inh -16, SENP1 FRET inh 0, PfG6PD inh -6, SENP8 block-1 0, HKDC1 inh -3, Apaf1 inhib -4 and SENP8 block-2 19.
Screening Cc1ccc(N2NC(C)(c3cccs3)NC2=S)cc1 (stereo unspecified) returned SENP7 block -14, SENP6 inh 37, SENP1 FRET inh 0, PfG6PD inh 27, SENP8 block-1 6, HKDC1 inh -11, Apaf1 inhib -6 and SENP8 block-2 13.
CCC1SC(CC)C(=O)N(CC(=O)NCCc2ccccc2)C1=O (stereo unspecified) was read as SENP7 block 7, SENP6 inh -4, SENP1 FRET inh 1, PfG6PD inh -2, SENP8 block-1 4, HKDC1 inh 4, Apaf1 inhib -20 and SENP8 block-2 19.
For FC(F)(F)c1cccc(CNC2c3ccccc3-c3ccccc32)c1 the results were SENP7 block 4, SENP6 inh -12, SENP1 FRET inh 1, PfG6PD inh 20, SENP8 block-1 5, HKDC1 inh 6, Apaf1 inhib 12 and SENP8 block-2 10.
Screening CCOc1cccc(C(=O)Nc2ccc(N3CCCC3)cc2)c1 returned SENP7 block 6, SENP6 inh -2, SENP1 FRET inh -2, PfG6PD inh 6, SENP8 block-1 -12, HKDC1 inh 5, Apaf1 inhib 27 and SENP8 block-2 32.
CN(CC(=O)Nc1cccc(F)c1)C(=O)CCc1nc2ccccc2c(=O)[nH]1 was read as SENP7 block -9, SENP6 inh -8, SENP1 FRET inh -6, PfG6PD inh 2, SENP8 block-1 -8, HKDC1 inh -3, Apaf1 inhib 0 and SENP8 block-2 -5.
Screening COc1cccc(-c2onc3ccc(C(C)=O)cc23)c1 returned SENP7 block -1, SENP6 inh 24, SENP1 FRET inh -58, PfG6PD inh -2, SENP8 block-1 7, HKDC1 inh 4, Apaf1 inhib -1 and SENP8 block-2 -187.

3 structures from above, sorted by SMILES length, largest number first:
For FC(F)(F)c1cccc(CNC2c3ccccc3-c3ccccc32)c1 the results were SENP7 block 4, SENP6 inh -12, SENP1 FRET inh 1, PfG6PD inh 20, SENP8 block-1 5, HKDC1 inh 6, Apaf1 inhib 12 and SENP8 block-2 10.
`CSc1nnc(CNC(=O)c2ccccc2)n1-c1cccc(C)c1` gave SENP7 block -7, SENP6 inh -7, SENP1 FRET inh 2, PfG6PD inh -1, SENP8 block-1 -9, HKDC1 inh -7, Apaf1 inhib 15 and SENP8 block-2 2.
For O=C1CCc2cc(S(=O)(=O)NC3CCCCC3)ccc2N1 the results were SENP7 block -1, SENP6 inh -10, SENP1 FRET inh 1, PfG6PD inh -1, SENP8 block-1 -5, HKDC1 inh -4, Apaf1 inhib 14 and SENP8 block-2 5.

(listing goes on)
`CC(C)Cc1nnc(NS(=O)(=O)Cc2ccccc2)s1` gave SENP7 block -15, SENP6 inh 0, SENP1 FRET inh -49, PfG6PD inh 15, SENP8 block-1 -9, HKDC1 inh -7, Apaf1 inhib 5 and SENP8 block-2 -4.
`CC1CCCCN1C(=O)Cn1c(=O)oc2ccccc21` (stereo unspecified) gave SENP7 block -2, SENP6 inh -3, SENP1 FRET inh 2, PfG6PD inh -10, SENP8 block-1 -3, HKDC1 inh -1, Apaf1 inhib 8 and SENP8 block-2 19.
Screening C(=N\Nc1nc(-c2ccccn2)nc2ccccc12)/c1ccccc1 returned SENP7 block -7, SENP6 inh -6, SENP8 block-1 -5 and Apaf1 inhib -11.
Screening Cc1c(NS(=O)(=O)c2ccc3c(c2)Cc2ccccc2-3)c(=O)n(-c2ccccc2)n1C returned SENP7 block -2, SENP6 inh 21, SENP1 FRET inh 3, PfG6PD inh -20, SENP8 block-1 -3, HKDC1 inh -2, Apaf1 inhib 5 and SENP8 block-2 2.
CC(C)(Oc1ccc(Cl)cc1)C(=O)Nc1c2c(nn1C(C)(C)C)CS(=O)(=O)C2 was read as SENP7 block 1, SENP6 inh 0, SENP1 FRET inh -8, PfG6PD inh -22, SENP8 block-1 -1, HKDC1 inh 3, Apaf1 inhib 6 and SENP8 block-2 11.
For COc1ccc(NC(C)=O)cc1NC(=O)c1cccc(S(=O)(=O)N2CCc3ccccc32)c1 the results were SENP7 block -7, SENP6 inh -5, SENP1 FRET inh 0, PfG6PD inh 17, SENP8 block-1 2, HKDC1 inh -3, Apaf1 inhib 6 and SENP8 block-2 10.
Screening CCOC(=O)CCSc1cc(C)c2ccccc2n1 returned SENP7 block -6, SENP6 inh 0, SENP1 FRET inh -3, PfG6PD inh 9, SENP8 block-1 -5, HKDC1 inh -4, Apaf1 inhib 13 and SENP8 block-2 18.
`Cc1cc(C(C)(C)C)n2nc(C)c(-c3ccccc3)c2n1` gave SENP7 block -1, SENP6 inh -33, SENP1 FRET inh 0, PfG6PD inh 3, SENP8 block-1 -10, HKDC1 inh 0, Apaf1 inhib 5 and SENP8 block-2 -26.
Screening CS(=O)(=O)N1CCC(C(=O)Nc2cc(Cl)cc(Cl)c2)CC1 returned SENP7 block 5, SENP6 inh 5, SENP1 FRET inh 2, PfG6PD inh -1, SENP8 block-1 -3, HKDC1 inh -6, Apaf1 inhib 1 and SENP8 block-2 -2.
Screening CCOC(=O)C1CCCN(C(=O)c2ccc(Cl)c(S(=O)(=O)N3CCc4ccccc43)c2)C1 (stereo unspecified) returned SENP1 FRET inh -6, PfG6PD inh -2, HKDC1 inh 1 and SENP8 block-2 -11.
For CCOC(=O)c1c(N)nn(C(=O)c2ccccc2F)c1-c1ccc(OC)cc1 the results were SENP7 block -7, SENP6 inh -12, SENP1 FRET inh 1, PfG6PD inh 16, SENP8 block-1 3, HKDC1 inh 1, Apaf1 inhib -6 and SENP8 block-2 3.
For Cc1ccc(CN2CCNC(=O)C2CC(=O)NCCCn2ncc3ccccc32)o1 (stereo unspecified) the results were SENP1 FRET inh -14, PfG6PD inh -2, HKDC1 inh -5 and SENP8 block-2 -18.
COc1cc2c(cc1O)[C@@H]1Cc3cc(O)c(OC)cc3[C@H](C2)N1C was read as SENP7 block 2, SENP6 inh -6, SENP1 FRET inh 0, PfG6PD inh -11, SENP8 block-1 -3, HKDC1 inh 2, Apaf1 inhib 1 and SENP8 block-2 9.
CC(C)Cn1c(-c2ccc(Br)cc2)c[nH]c1=S was read as SENP7 block -14, SENP6 inh -32, SENP1 FRET inh -2, PfG6PD inh 48, SENP8 block-1 -1, HKDC1 inh 1, Apaf1 inhib 21 and SENP8 block-2 8.
Screening C=CCc1ccc(OCC(O)CN2CCC(Cc3ccccc3)CC2)c(OC)c1 (stereo unspecified) returned SENP7 block -10, SENP6 inh -13, SENP1 FRET inh -17, PfG6PD inh -14, SENP8 block-1 -8, HKDC1 inh -5, Apaf1 inhib 9 and SENP8 block-2 19.
For CN1CCN(c2ccc(NC(=O)c3cc(Cl)c4c(c3)OCCO4)cc2)CC1 the results were SENP7 block -5, SENP6 inh -20, SENP1 FRET inh 1, PfG6PD inh 0, SENP8 block-1 3, HKDC1 inh -1, Apaf1 inhib 5 and SENP8 block-2 19.
For O=C(Nc1ccc(Oc2ccccc2)cc1)C1CCN(c2c3c(nc4ncnn24)CCC3)CC1 the results were SENP7 block -2, SENP6 inh 7, SENP1 FRET inh 4, PfG6PD inh 12, SENP8 block-1 -8, HKDC1 inh 0, Apaf1 inhib 41* and SENP8 block-2 13.
Screening Cn1c(SCC(=O)c2c(N)n(C)c(=O)n(C)c2=O)nnc1-c1ccccc1 returned SENP7 block 3, SENP6 inh -25, SENP1 FRET inh 1, PfG6PD inh 4, SENP8 block-1 -7, HKDC1 inh -10, Apaf1 inhib 12 and SENP8 block-2 4.
For CCOCCCNC(=O)c1oc2ccc(S(=O)(=O)N3CCOCC3)cc2c1C the results were SENP7 block -3, SENP6 inh -10, SENP1 FRET inh 1, PfG6PD inh -15, SENP8 block-1 4, HKDC1 inh -1, Apaf1 inhib -3 and SENP8 block-2 3.
C/C(CC1CC(COCC(C)C)OC1=O)=N\NC(N)=S (stereo unspecified) was read as SENP7 block -3, SENP6 inh -7, SENP1 FRET inh 2, PfG6PD inh -21, SENP8 block-1 -1, HKDC1 inh -7, Apaf1 inhib -12 and SENP8 block-2 15.

Screening results from PubChem.
